Bioassay records deposited in PubChem by National Center for Advancing Translational Sciences (NCATS).
IMPase Li inh: cell-permeable IMPase inhibitors with lithium potentiation; CHO-M1 cells, IP1 TR-FRET (IP-One), carbachol + lithium; Potency, µM (top dose mostly 59.4 µM), for inactives: at the top dose activity, negative = IMPase inhibition, hits mostly inhibitors; 0.35% of 210,000 active;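 also: IP1 builds up when IMPase is blocked and the TR-FRET signal falls; plate controls were basal vehicle for no effect and high inhibitor control for full effect; nearly all actives have a fitted effect of over 50% in size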
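Test compounds were applied to CHO-M1 cells previously cultured for 16–30 h at 2000 per well. A small lithium amount accompanied them; after 30 min at 37C, IP1 was quantified by TR-FRET.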
SMN2 splice enh: SMN2 splice variant enhancement | HEK293 SMN2-luciferase splicing reporter, luminescence, 30-36 h | Potency, µM (series often up to 46.1 µM), for inactives: top-dose activity change, positive = activation, most hits filed as activators | 2.8% of 210,000 active | AID 1458; also: % of control where 0% means no effect; nearly all actives have a fitted effect of over 55% in size
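qHTS luciferase splicing reporter: luminescence rises when SMN2 exon 7 is included in transfected HEK293 cells. Compound exposure lasted 30-36 h at 37C, with 4.5 mM final sodium butyrate as control, followed by a ONE-Glo read.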
RECQ1 helicase: blocks DNA unwinding by human RECQ1. P46063. AID 2549. RECQ1 DNA unwinding, red fluorescence kinetic read. 0.54% of 240,000 active. Potency, µM (doses to about 57.3 µM), without a hit: top-dose activity, negative = inhibition, hits mostly inhibitors;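 also: plate controls were vehicle for no effect and no enzyme for full effect; nearly all actives have a fitted effect of over 30% in size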
Target sequence (P46063 whole entry, looked up): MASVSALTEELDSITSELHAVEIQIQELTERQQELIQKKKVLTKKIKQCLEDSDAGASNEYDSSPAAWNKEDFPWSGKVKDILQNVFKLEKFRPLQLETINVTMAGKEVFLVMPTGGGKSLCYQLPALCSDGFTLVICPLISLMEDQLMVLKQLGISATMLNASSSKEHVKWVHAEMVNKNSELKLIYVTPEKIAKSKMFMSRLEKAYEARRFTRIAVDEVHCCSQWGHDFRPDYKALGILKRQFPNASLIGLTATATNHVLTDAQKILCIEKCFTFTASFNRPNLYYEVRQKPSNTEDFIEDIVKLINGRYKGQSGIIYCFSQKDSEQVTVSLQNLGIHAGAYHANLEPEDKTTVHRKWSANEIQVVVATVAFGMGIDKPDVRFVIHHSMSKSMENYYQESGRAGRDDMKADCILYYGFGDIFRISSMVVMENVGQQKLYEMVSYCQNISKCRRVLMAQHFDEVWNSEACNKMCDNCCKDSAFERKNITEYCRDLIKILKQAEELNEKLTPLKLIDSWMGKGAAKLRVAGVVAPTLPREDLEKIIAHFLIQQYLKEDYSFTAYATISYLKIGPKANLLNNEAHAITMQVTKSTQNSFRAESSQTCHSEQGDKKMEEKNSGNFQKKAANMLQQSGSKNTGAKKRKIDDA
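50 nM RECQ1T1 preincubated 15 min with compound in Tris pH 8.0 buffer with MgCl2, DTT, Tween-20 and 2.5 ug/ml poly(dI-dC); started with 200 nM TAMRA/BHQ-2 forked duplex and 2 mM ATP. Unwinding read as fluorescence (525/598 nm), two reads 2 h apart.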
RGS12 GoLoco inh: blocks human Gai1 binding to RGS12 GoLoco peptide, red readout | P63096 | Gai1:RGS12 GoLoco peptide FP, rhodamine, 10 min | Potency, µM (doses to about 61.6 µM), for the others: at the highest dose activity, negative = inhibition, actives largely listed as inhibitors | 0.44% of 230,000 active; active = well fitted inhibition curve with a large enough effect, not every such curve was filed as active; inactive = no such curve, though single readings can be large or run the other way; also: % is scaled to controls: 0 for no effect and ±100 for the full control effect; nearly all actives have a fitted effect of over 30% in size; many of its hits are not listed in these tables
KDM4E inh: JMJD2E (human) inhibition; AID 2147; 1.6% of 230,000 active; B2RXH2; Potency, µM (series often up to 57.1 µM), for inactives: at the highest dose activity change, negative = inhibition, usual class: inhibitors; JMJD2E catalytic domain, FDH-coupled NADH fluorescence (FDH is formaldehyde dehydrogenase); active = well fitted inhibition curve with a large enough effect, not every such curve was filed as active; inconclusive = small, poorly fitted or top-dose-only effect, or another doubt; inactive = no such curve, though single readings can be large or run the other way;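 also: 0% = wells with enzyme and -100% = buffer wells without enzyme; nearly all actives have a fitted effect of over 50% in size; many of its hits are not listed in these tables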
KinaseGlo FLuc: Kinase-Glo luciferase inhibition (counter-screen); Potency, µM (series often up to 38.3 µM), inactives show at the top dose activity change, negative = inhibition, actives largely listed as inhibitors; Kinase-Glo luciferase, ATP luminescence, 8 min; 0.28% of 200,000 active; Q27757; AID 1379; also: % is scaled to controls: 0 for no effect and ±100 for the full control effect; nearly all actives have a fitted effect of over 60% in size
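Inhibition of Kinase-Glo luciferase light generation was assessed at 10 uM ATP in pH 7.2 imidazole buffer, with luminescence measured after eight minutes at ambient temperature.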
NPSR antagonist: neuropeptide S receptor (human) antagonism, cAMP; Q6W5P4; CHO-NPSR cells, cAMP TR-FRET, antagonist mode; Potency, µM (doses to about 38.3 µM), inactives show top-dose activity change, negative = inhibition, hits mostly inhibitors; 1% of 220,000 active; also: % is scaled to controls: 0 for no effect and ±100 for the full control effect; nearly all actives have a fitted effect of over 50% in size; many of its hits are not listed in these tables
Target sequence (Q6W5P4 whole entry, looked up): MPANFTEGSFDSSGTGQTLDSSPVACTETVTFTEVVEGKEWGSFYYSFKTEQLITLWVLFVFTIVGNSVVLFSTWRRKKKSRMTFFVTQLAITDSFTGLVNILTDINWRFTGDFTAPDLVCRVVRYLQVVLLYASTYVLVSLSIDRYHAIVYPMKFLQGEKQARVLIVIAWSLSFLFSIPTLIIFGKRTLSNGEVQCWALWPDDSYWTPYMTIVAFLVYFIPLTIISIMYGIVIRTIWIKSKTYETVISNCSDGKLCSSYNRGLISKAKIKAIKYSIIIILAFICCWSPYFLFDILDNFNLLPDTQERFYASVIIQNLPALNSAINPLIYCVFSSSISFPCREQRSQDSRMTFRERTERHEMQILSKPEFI
Epigenetic derep: derepresses silenced GFP reporter in murine cells; murine LDR cells, GFP reporter derepression, 30 h; 0.2% of 280,000 active; Potency, µM (highest dose often 53.9 µM), for the others: at the top dose GFP activation, most hits filed as activators; also: % of control where 0% means no effect; nearly all actives have a fitted effect of over 60% in size
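Reporter derepression read as number of fluorescent GFP-positive objects, 20-120 um in size, counted by laser-scanning cytometer. Mouse LDR line with an epigenetically silenced CMV-GFP locus; compound incubation 30 h, 37 C.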
Active calls of the source: *; i = inactive; ? = inconclusive; nt = not tested or not shown; & = joins results of further samples; [ ] = remark or other dose. Unless noted, calls follow the shape of the dose curve; as a rule, active = well fitted curve in the direction sought with a large enough effect; inconclusive = small, poorly fitted or top-dose-only effect, or another doubt; inactive = no such curve, though single readings can be large; an effect the other way counts as inactive or inconclusive. Potency is read from the fitted curve at half-maximal effect.

SMILES | IMPase Li inh | SMN2 splice enh | RECQ1 helicase | RGS12 GoLoco inh | KDM4E inh | KinaseGlo FLuc | NPSR antagonist | Epigenetic derep
C=CCn1c(CNC(=O)c2ccco2)nnc1SCC(=O)N1c2ccccc2Sc2ccccc21 | 55%[activator][38.3 µM] | -3% | -1% | 46%[activator] | -7% | 12% | -26%[46.1 µM] | -4.5%
Cn1ncc2c(Nc3cccc(Cl)c3)nc(Nc3cccc(Cl)c3)nc21 | 0% | -7%[9.22 µM] | -18% | -1%[14.2 µM] | ? | -3%[7.66 µM] | 20%[7.67 µM] | 1.4%
CC(CCc1ccccc1)NC(=O)c1cccs1 (stereo unspecified) | 2%[38.3 µM] | -14% | -17% | 6% | 3% | 5% | 9%[46.1 µM] | -0.9%
COc1ccc2c(CC(=O)N3CCN(S(=O)(=O)c4cccs4)CC3)coc2c1 | 4%[38.3 µM] | -2% | -3% | -18% | -17% | -6% | -8%[46.1 µM] | 0.8%
CC(C)(C)c1n[nH]c(=S)n(N)c1=O | -7%[38.3 µM] | -8% | -7% | 2% | 10% | 3% | 3%[46.1 µM] | -2.2%
O=C(NCc1ccccc1)c1cccc(OCC(=O)N2CCN(C(=O)c3ccco3)CC2)c1 | 0%[38.3 µM] | 9% | -6% | 2% | -15% | -4% | 3%[46.1 µM] | -3.6%
CCCCC(CC)CNC(=O)CC1Nc2c3ccccc3nc(=S)n2C1=O (stereo unspecified) | 13µM* | nt | 3% | 11% | 4% | nt | -35% | -0.2%
CCCn1c(C)cc(C(=O)Cn2nnc3ccccc3c2=O)c1C | -4% | 13µM* | i | 5% | 0% | 0% | -3% | -0.4%
CC(C)CSC1=NSC2=NC(=O)/C(=C\c3ccccc3)C(=N)N12 | -4% | ? | ? | 4% | -3% | 1% | -41% | 1.0%
O=C(C1CC1)N(Cc1ccco1)c1nc(-c2ccccc2)cs1 | 15%[38.3 µM] | 7% | -16% | 4% | -4% | 1% | -20%[46.1 µM] | -1.1%
CN=C1SC(CC(=O)Nc2cccc(Cl)c2Cl)C(=O)N1C (stereo unspecified) | -8%[38.3 µM] | -11% | i | 7% | 10% | 12% | -15%[46.1 µM] | -7.2%
Cc1cccc(C(=O)Oc2ccc(/C=N/NC(=O)c3ccncc3)cc2)c1 | -2% | nt | 1% | 1% | -10% | nt | 10% | 1.3%
O=C(Nc1cc(Cl)cc(Cl)c1)N1CCCC1 | nt | nt | -10% | -10% | -4% | nt | ? | 2.4%
CCCCOC(=O)NCN1C(=O)C2C3C=CC(C3)C2C1=O (stereo unspecified) | 23%[38.3 µM] | -2% | 3% | 12% | 2% | 1% | 23%[46.1 µM] | 0.0%
Cc1ccn2c(C(=O)CSc3ccc(Cl)cc3Cl)c(C)nc2c1 | -12%[38.3 µM] | 12% | -2% | 9% | -8% | -1% | 7%[46.1 µM] | -2.5%
Cc1ccc(OCC(=O)N2CCN(S(=O)(=O)c3ccccc3)CC2)c([N+](=O)[O-])n1 | 0% | 0% | -1% | 19% | 4% | 2% | 2% | -1.1%
COc1cc(OC)cc(C(=O)N2CCN(C(=O)c3cccc(F)c3)CC2)c1 | -6%[38.3 µM] | 12% | -8% | 5% | 1% | 9% | -11%[46.1 µM] | 0.7%
COc1ccc2c(c1)C(=O)[C@H](OC(=O)N[C@H]1CCCc3ccccc31)[C@@H](c1ccc(OC)c(Br)c1)O2 | 5% | 5% | -5% | -6% | ? | -4% | nt | -0.3%
CCN(CC)CCNC(=O)c1ccc(NS(=O)(=O)c2ccc3c(c2)OCCO3)cc1 | 11% | -7% | 1% | -1% | -9% | -1% | 14% | -0.2%
CS(=O)(=O)c1ccc(SCC(=O)NC2CCS(=O)(=O)C2)c([N+](=O)[O-])c1 (stereo unspecified) | -5% | 4% | -1% | -3% | 8% | -2% | 18% | 2.0%
COc1cccc(SCC2(O)CCN(C(=O)c3ccc(Cl)cc3)CC2)c1 | 7% | -3% | -11% | 2% | 3% | -2% | 3% | -1.9%[10.1 µM]
O=C(Nc1ccc(N2CCCCC2)c(Cl)c1)c1ncn[nH]1 | -16%[38.3 µM] | nt | -1% | 41%[activator] | 1% | 1% | -8%[46.1 µM] | -0.9%
CCOC(=O)c1[nH]c2cc3c(cc2c1NC(=O)CN1CCc2ccccc2C1)OCO3 | ? | -11% | -11% | 31%[activator] | ? | -3% | -20%[46.1 µM] | 0.2%
CCN(CC)C(=O)c1c(-c2ccccc2)oc2ccc(OC)cc12 | -1% | -40%[inhibitor] | -3% | 6% | ? | 15% | -32% | 0.1%
C=C(C)CNC(=S)Nc1cccc(N)n1 | 0% | 4% | i | 6% | -6% | -2% | 0% | 1.1%

Next section (4 carried over from the part before).
SMILES | IMPase Li inh | SMN2 splice enh | RECQ1 helicase | RGS12 GoLoco inh | KDM4E inh | KinaseGlo FLuc | NPSR antagonist | Epigenetic derep
O=C(Nc1ccc(N2CCCCC2)c(Cl)c1)c1ncn[nH]1 | -16%[38.3 µM] | nt | -1% | 41%[activator] | 1% | 1% | -8%[46.1 µM] | -0.9%
CCOC(=O)c1[nH]c2cc3c(cc2c1NC(=O)CN1CCc2ccccc2C1)OCO3 | ? | -11% | -11% | 31%[activator] | ? | -3% | -20%[46.1 µM] | 0.2%
CCN(CC)C(=O)c1c(-c2ccccc2)oc2ccc(OC)cc12 | -1% | -40%[inhibitor] | -3% | 6% | ? | 15% | -32% | 0.1%
C=C(C)CNC(=S)Nc1cccc(N)n1 | 0% | 4% | i | 6% | -6% | -2% | 0% | 1.1%
Cc1cccc(C)c1NC(=O)C1(NC(=O)c2cnccn2)CCCCC1 | -1%[38.3 µM] | 10% | -6% | 3% | 5% | 3% | 4%[46.1 µM] | 1.7%
COc1cc(OC)cc(C(=O)N2CCN(C(=O)COc3ccc4ccccc4c3)CC2)c1 | 9%[38.3 µM] | -12% | -2% | -3% | 7% | 1% | -14%[46.1 µM] | -1.0%
O=C(c1cc(COc2ccc(F)cc2Cl)on1)N1CCc2ccccc2C1 | 14% | nt | -4% | -2% | -7% | -7% | 5% | 1.9%
NS(=O)(=O)c1ccc(NC(=O)COC(=O)CCNC(=O)NC23CC4CC(CC(C4)C2)C3)cc1 | -2%[38.3 µM] | 1% | i | -17% | 5% | -1% | 0%[46.1 µM] | -0.1%
N#Cc1ccc(C23CC4(C2)[C@H](CN(Cc2ccc(C(F)(F)F)cc2)[C@@H]4c2ccccc2)C3c2ccc(C(F)(F)F)cc2)cc1 (stereo partly specified) | -11% | -14% | -3% | 8%&-3% | 2%&9% | -1% | 20% | -0.9%&-1.1%
CCCn1c(SCC(=O)Nc2ccc(S(=O)(=O)N(C)C)cc2)n[nH]c1=O | 13% | -4% | -2% | -3% | 6% | 2% | 7% | 4.3%
Cc1ccc(SCC(=O)Nc2ncc(C)s2)cc1 | 10%[38.3 µM] | -10% | -8% | -20% | -4% | -5% | 0%[46.1 µM] | -2.2%
CC1CN(Cc2nc3c(c(=O)n(C)c(=O)n3C)n2CCCO)CC(C)O1 (stereo unspecified) | -6%[38.3 µM] | 11% | -2% | -4% | -2% | -3% | -8%[46.1 µM] | 1.9%
CCOc1ccccc1-n1nnnc1SCC(=O)NCc1ccco1 | 9% | -3% | i | 9% | 0% | -3% | -4% | -1.1%
CS(=O)(=O)N(CC(=O)NC1CC2CCC1C2)c1ccc(Oc2ccccc2)cc1 (stereo unspecified) | 4% | -20% | i | 17% | -15% | -6% | -32% | -1.4%
O=C(Cc1cccs1)N(c1ccccc1)C1C=CS(=O)(=O)C1 (stereo unspecified) | 0%[38.3 µM] | -22% | -16% | 7% | 1% | 0% | -5%[46.1 µM] | -6.4%
Cc1ccc(/C=N/NC(=O)C[n+]2ccccc2)s1 | nt | nt | 3% | 1% | -4% | nt | -11% | 1.1%
O=C(Nc1ccc(S(=O)(=O)NC2CCCC2)cc1)c1cnccn1 | 8%[38.3 µM] | -33%[inhibitor] | -3% | 1% | -7% | 1% | 24%[46.1 µM] | -0.8%
COc1ccc(Cn2nnnc2C(c2cc3cccc(C)c3[nH]c2=O)N2CCOCC2)cc1 (stereo unspecified) | -2%[38.3 µM] | 3% | -3% | -3% | ? | -1% | -3%[46.1 µM] | -1.0%
COc1ccc(C)cc1S(=O)(=O)N(C)CC(=O)NCc1ccco1 | 18%[38.3 µM] | ? | -5% | 2% | 9% | 0% | -5%[46.1 µM] | -1.1%
NC(=O)c1ccccc1N/C=C/C(=O)c1ccc(Cl)cc1 | 8%[38.3 µM] | 8.9µM* | -11% | 3% | ? | ? | -28%[46.1 µM] | 0.7%
Cc1ccc(S(=O)(=O)CCC#N)cc1 | nt | nt | -19% | 2% | -3% | nt | -22% | -0.2%
CSCC[C@H](NC(=O)CC(C)(C)C)c1nc2ccccc2[nH]1 | -1%[38.3 µM] | 3% | i | 16% | 11% | -2% | -8%[46.1 µM] | -1.4%
CCN(CC)c1ccc2cc(C(N)=O)c(=N)oc2c1 | 16% | 17% | i | 15% | 1% | -1% | -18% | 168%
O=C(Nc1ccccc1)c1ccc(S(=O)(=O)N2CCOCC2)cc1 | 26%[38.3 µM] | -13% | -5% | -3% | -2% | -6% | -11%[46.1 µM] | -2.0%

Single records, as listed above. Order of values: IMPase Li inh	SMN2 splice enh	RECQ1 helicase	RGS12 GoLoco inh	KDM4E inh	KinaseGlo FLuc	NPSR antagonist	Epigenetic derep
Listed for `Cc1ccc(/C=N/NC(=O)C[n+]2ccccc2)s1` : nt	nt	3%	1%	-4%	nt	-11%	1.1%
Listed for `CCOc1ccccc1-n1nnnc1SCC(=O)NCc1ccco1` : 9%	-3%	i	9%	0%	-3%	-4%	-1.1%

An excerpt. The share of hits here may be higher or lower than overall.
